ADAM10 inh = ADAM10 inhibition, QFRET primary screen; O14672; recombinant ADAM10, EDANS/DABCYL FRET peptide cleavage, 3 h; inhibition, % at 7 µM; actives 0.62% (n = 370,000);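 active = inhibition above a per-campaign cutoff equal to the mean of compounds falling between control-based bounds plus 3 SD, cut at about 20% in these data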;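 also: 0% = DMSO wells while the 100% control is not disclosed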
Target sequence (O14672 214-748 limits assumed): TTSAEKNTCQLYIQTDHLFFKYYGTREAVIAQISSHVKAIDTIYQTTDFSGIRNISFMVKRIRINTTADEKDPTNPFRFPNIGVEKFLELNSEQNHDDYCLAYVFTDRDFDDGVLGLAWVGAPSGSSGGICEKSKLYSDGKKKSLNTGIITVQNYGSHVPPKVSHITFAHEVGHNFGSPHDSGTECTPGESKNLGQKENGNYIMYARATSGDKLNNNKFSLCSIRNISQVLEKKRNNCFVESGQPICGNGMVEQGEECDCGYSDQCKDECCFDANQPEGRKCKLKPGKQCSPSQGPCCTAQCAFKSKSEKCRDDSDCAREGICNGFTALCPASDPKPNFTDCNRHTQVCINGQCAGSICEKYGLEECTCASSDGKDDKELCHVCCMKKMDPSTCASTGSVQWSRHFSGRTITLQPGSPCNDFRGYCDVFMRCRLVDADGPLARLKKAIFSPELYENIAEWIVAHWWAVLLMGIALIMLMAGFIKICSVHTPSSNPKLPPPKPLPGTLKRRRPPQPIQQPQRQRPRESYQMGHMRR
DDE Tn7 FP inh = DD(E)-Tn7 binding inhibition, primary FP screen. FP displacement of FITC-Tn7 peptide from fibrin DD(E); 0% = median of compound wells per plate. actives 0.13% (n = 370,000). P02675. inhibition, % at 8.3 µM;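 active = inhibition above the mean of compounds falling within the control limits plus 3 SD of them, cut at about 14% in these data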;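 also: 0% = plate median of compound wells and 100% = 10 µM Aha-Tn7 peptide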
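Test system – human fibrin DD(E) · Times – 10 min preincubation, 3 h with tracer, room temperature · Detection – fluorescence polarization of the labelled Tn7 tracer · Measure – percent inhibition normalized to high-control wells · Benchmarks – high control wells with 10 µM unlabelled Aha-Tn7 peptide (full inhibition) · Repeats – singlicate testing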
ASAP1 inh = ASAP1 ArfGAP inhibition; Q9ULH1; ASAP1-stimulated ARF1 GTP hydrolysis, GDP FP detection; inhibition, % at 16.5 µM; actives 0.19% (n = 360,000); AID 624377; in the data active = inhibition above about 25%;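 also: 0% = vehicle with enzyme and substrate and 100% = no enzyme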
Target sequence (Q9ULH1 325-724 limits assumed): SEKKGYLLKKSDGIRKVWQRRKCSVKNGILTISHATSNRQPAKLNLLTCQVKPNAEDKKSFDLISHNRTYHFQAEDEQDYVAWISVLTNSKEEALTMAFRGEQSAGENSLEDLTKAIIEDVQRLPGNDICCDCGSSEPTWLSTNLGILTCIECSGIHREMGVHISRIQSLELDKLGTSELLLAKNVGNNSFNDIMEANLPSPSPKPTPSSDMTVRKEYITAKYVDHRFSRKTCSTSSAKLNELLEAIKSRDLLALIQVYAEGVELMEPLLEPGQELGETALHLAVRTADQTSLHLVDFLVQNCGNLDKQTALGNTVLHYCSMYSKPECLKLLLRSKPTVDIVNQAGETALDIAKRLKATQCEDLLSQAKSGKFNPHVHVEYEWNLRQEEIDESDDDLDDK
Tn6 DDE FP = DD(E)-Tn6 binding inhibition, primary FP screen; P02675; Fibrin DD(E) TRITC-Tn6 fluorescence polarization displacement; inhibition, % at 8.3 µM; actives 0.21% (n = 370,000);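 active = inhibition above a per-campaign cutoff: mean of compounds within control limits plus 3 SD, cut at about 15% in these data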;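 also: 0% = median of all compound wells on the plate and 100% = blocking peptide control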
ADAM17 inh = ADAM17 inhibition, QFRET primary screen; AID 720648; P78536; inhibition, % at 6.95 µM; actives 0.83% (n = 370,000); recombinant ADAM17, EDANS/DABCYL FRET peptide cleavage;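 active = inhibition above the mean of compounds lying between control limits plus 3 SD, set per campaign, cut at about 8.5% in these data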;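 also: 0% = DMSO-only wells as the low control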
SIAE primary = human SIAE inhibition, primary screen. SIAE FP-Rh probe binding, fluorescence polarization. inhibition, % at 9.66 µM. actives 0.69% (n = 370,000);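 active = inhibition above a cutoff: mean of compounds within the control limits plus 3 SD of those, cut at about 17% in these data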;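 also: 0% = plate median of compound wells and 100% = probe without SIAE protein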
ARFGAP1 inhibitor = inhibits rat ARF GTPase activating protein 1. Q62848. Arfgap1-stimulated ARF1 GTP hydrolysis, GDP FP detection. inhibition, % at 16.5 µM. actives 0.26% (n = 360,000). AID 651572;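 active = inhibition above a per-plate limit, mean inhibition of low control wells plus 3 SD, cut at about 25% in these data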;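 also: 0% = DMSO wells with enzyme and 100% = wells lacking Arfgap1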
Target sequence (Q62848 1-136 limits assumed): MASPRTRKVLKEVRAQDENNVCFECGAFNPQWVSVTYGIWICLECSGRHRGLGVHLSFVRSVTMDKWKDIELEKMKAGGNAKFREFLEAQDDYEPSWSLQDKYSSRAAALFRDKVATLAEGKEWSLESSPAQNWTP
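Material: truncated rat Arfgap1 GAP domain; Incubation: compound-enzyme preincubation 20 min, reaction 120 min, detection 60 min, 25 °C; Read-out: percent inhibition of Arfgap1-stimulated GTP hydrolysis; Technique: FP, GDP Alexa 633 tracer displaced from anti-GDP antibody, 620/688 nm; Controls: No-Arfgap1 wells (100%) versus DMSO full-reaction wells (0%); Replication: single well per compound.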
PLC-gamma1 inh = PLC-gamma1 (human) inhibition, primary screen. inhibition, % at 12.2 µM. purified PLC-gamma1, fluorogenic substrate, fluorescence. P19174. AID 720700. actives 0.84% (n = 370,000); in the data active = inhibition above about 9.5%
TDP2 inh = TDP2 (human) inhibition, absorbance primary screen; O95551; recombinant TDP2, T5PNP hydrolysis, p-nitrophenol absorbance 415 nm; inhibition, % at 12.8 µM; actives 0.34% (n = 370,000); AID 720702;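 active = inhibition above the mean of all tested compounds plus 3 SD, set per campaign, cut at about 25% in these data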;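 also: 0% = DMSO with enzyme and 100% = buffer with substrate but no TDP2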
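test system = human TDP2 enzyme | input = TDP2 enzyme at 120 nM final | medium = 50 mM Tris-HCl pH 7.5 with Mg2+, KCl, DTT, BSA | also added = T5PNP substrate, 5 mM | times = 2 h at 37 °C | technique = epi absorbance | benchmarks = high control without enzyme, low control DMSO plus TDP2 | replication = each compound tested once, singlicate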
PLCb3 inh = blocks human PLC-beta3 enzyme activity; Q01970; Purified PLC-beta3, fluorogenic substrate, fluorescence; inhibition, % at 12.2 µM; actives 0.18% (n = 370,000); AID 720704; in the data active = inhibition above about 11%;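 also: 0% = median of compound wells on plate and 100% = full blocker control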
* hit, by the source's call; nt = no result given.

Letters – A = ADAM10 inh; B = DDE Tn7 FP inh; C = ASAP1 inh; D = Tn6 DDE FP; E = ADAM17 inh; F = SIAE primary; G = ARFGAP1 inhibitor; H = PLC-gamma1 inh; I = TDP2 inh; J = PLCb3 inh
Molecule: Cc1ccc(CN(Cc2cccnc2)C(=S)Nc2cc(Cl)ccc2C)cc1
  A: 12	B: 0	C: 0	D: -1	E: 4	F: -1	G: 3	H: 2	I: -5	J: -8
Molecule: CC(=O)Nc1cc2c(cc1Br)-c1ccccc1C2
  A: 0	B: 1	C: 0	D: 4	E: -3	F: 3	G: 8	H: 1	I: 4	J: 2
Molecule: CN(C(=O)CSc1nnc(Nc2ccccc2F)s1)C1CCS(=O)(=O)C1 (configuration not stated)
  A: -6	B: -6	C: 1	D: -3	E: 1	F: 2	G: -5	H: 0	I: 7	J: -5
Molecule: CC(=O)Nc1ccc(C(=O)OCc2ccc(Cl)cc2)cc1
  A: 14	B: 4	C: 3	D: -1	E: 4	F: -2	G: 2	H: 3	I: 1	J: 0
Molecule: CC(C)C(NC(=O)C(c1ccccc1)c1ccccc1)c1nc2ccccc2[nH]1 (configuration not stated)
  A: 4	B: -4	C: -12	D: -3	E: -1	F: -1	G: 3	H: 0	I: 9	J: 1
Molecule: COc1c(Br)cc(Br)cc1/C=N/n1c(C)nnc1C
  A: -5	B: -3	C: 1	D: 1	E: -6	F: 0	G: 3	H: -1	I: -2	J: -1
Molecule: COC(=O)c1ccc(COc2ccccc2/C=C(\C#N)C(=O)Nc2ccccc2C)cc1
  A: 0	B: 3	C: -2	D: 6	E: 3	F: -4	G: -2	H: 3	I: -1	J: 5
Molecule: COc1ccc(CCN2C(=O)CC(N3CCN(C/C=C/c4ccccc4)CC3)C2=O)cc1OC (configuration not stated)
  A: -4	B: 6	C: 4	D: 6	E: -1	F: 1	G: 6	H: 0	I: -8	J: -5
Molecule: CCn1c(=O)c2c3c(sc2n2c(=S)[nH]nc12)CCC3
  A: -5	B: -8	C: -4	D: 1	E: -2	F: 5	G: -4	H: -1	I: 2	J: 0
Molecule: O=C1c2ccccc2C(Nc2ccc3c(c2)OCCO3)N1c1ccc(Cl)cn1 (configuration not stated)
  A: 2	B: -5	C: 2	D: 6	E: 2	F: 3	G: 25*	H: 0	I: -3	J: 2
Molecule: CC(=O)c1cccc(NC(=O)CCS(=O)(=O)c2cccc3nsnc23)c1
  A: -1	B: 3	C: 0	D: -6	E: -5	F: 4	G: 1	H: -5	I: -4	J: -7
Molecule: Cn1c(Sc2ccc([N+](=O)[O-])cc2C(F)(F)F)nnc1-c1ccccc1
  A: 5	B: -10	C: 1	D: 1	E: 1	F: -3	G: 4	H: 4	I: 2	J: 2
Molecule: COC(=O)c1ccc(Oc2nc(Nc3ccccc3)nc(N(C)C)n2)cc1
  A: 6	B: 3	C: 8	D: -8	E: -3	F: -10	G: -3	H: 2	I: -11	J: -3
Molecule: CN(CC(=O)Nc1ccccc1C(F)(F)F)C(=O)CSc1nnnn1C
  A: 8	B: -3	C: 14	D: 0	E: 1	F: -1	G: 15	H: 8	I: -20	J: 7
Molecule: CN(C(=O)c1ccc(NC(=O)Cc2ccc(NC(=O)C3CCCN(C(=O)CCc4ccccc4)C3)cc2)cc1)C1CCCC1 (configuration not stated)
  A: 6	B: 4	C: -5	D: -8	E: 1	F: -4	G: -5	H: 1	I: -2	J: -2
Molecule: Cc1c(C(=O)NN2CCOCC2)cccc1[N+](=O)[O-]
  A: -2	B: 2	C: -5	D: 0	E: -2	F: 5	G: -19	H: -3	I: 0	J: -6
Molecule: COC(=O)c1ccc(C(=O)OC)c(NC(=O)C2CCCO2)c1 (configuration not stated)
  A: -44	B: 0	C: -2	D: -8	E: -15	F: -1	G: -4	H: -7	I: 8	J: -16
Molecule: Cc1ccccc1NC(=O)[C@H]1CC(=O)O[C@@H]1c1ccccc1
  A: -10	B: 4	C: nt	D: -2	E: -2	F: 4	G: nt	H: -3	I: 3	J: 0
Molecule: CCn1cc(C(=O)NCc2ccco2)c(=O)c2cc(S(=O)(=O)N3CCC(C)CC3)ccc21
  A: -5	B: -3	C: 8	D: -1	E: 1	F: -8	G: -7	H: -1	I: -5	J: 3
Molecule: O=C1NC[C@H](CCCCN2C[C@H](Cc3ccc(O)cc3)N(CC3CCCCC3)C(=O)C2=O)N(CCc2ccccc2)C1=O
  A: -3	B: 6	C: -11	D: -3	E: -2	F: 5	G: 6	H: 0	I: 3	J: 1
Molecule: COc1cc(NC(=O)CN2CC(c3ccccc3)CC2=O)cc(OC)c1 (configuration not stated)
  A: -18	B: 8	C: 18	D: 10	E: -3	F: -1	G: -1	H: 4	I: 4	J: -2
Molecule: Cn1c(=O)oc2cc(S(=O)(=O)NCCN3CCc4ccccc4C3)ccc21
  A: -15	B: 4	C: 6	D: 8	E: -1	F: 5	G: 7	H: 0	I: 7	J: 0
Molecule: Cc1ccc2nc(-c3ccncc3)cc(-c3ccccc3)c2c1
  A: -40	B: 0	C: 6	D: 1	E: -13	F: -3	G: 6	H: -2	I: -8	J: -10
Molecule: O=C(COc1ccc2ccccc2c1)NNC(=O)c1ccccc1
  A: -4	B: -3	C: 3	D: -1	E: -2	F: -2	G: 4	H: 1	I: 13	J: -4
Molecule: Cc1ccc2c(c1)-c1nc3ccccc3cc1C2=NC1CCCCC1
  A: 10	B: -6	C: -1	D: -7	E: 3	F: -16	G: 6	H: -17	I: -6	J: -22

Single records, from the list above:
Cn1c(=O)oc2cc(S(=O)(=O)NCCN3CCc4ccccc4C3)ccc21 across the screens: ADAM10 inh: -15; DDE Tn7 FP inh: 4; ASAP1 inh: 6; Tn6 DDE FP: 8; ADAM17 inh: -1; SIAE primary: 5; ARFGAP1 inhibitor: 7; PLC-gamma1 inh: 0; TDP2 inh: 7; PLCb3 inh: 0
O=C1c2ccccc2C(Nc2ccc3c(c2)OCCO3)N1c1ccc(Cl)cn1 (configuration not stated) across the screens: ADAM10 inh: 2; DDE Tn7 FP inh: -5; ASAP1 inh: 2; Tn6 DDE FP: 6; ADAM17 inh: 2; SIAE primary: 3; ARFGAP1 inhibitor: 25*; PLC-gamma1 inh: 0; TDP2 inh: -3; PLCb3 inh: 2

Continuation.
Letters – A = ADAM10 inh; B = DDE Tn7 FP inh; C = ASAP1 inh; D = Tn6 DDE FP; E = ADAM17 inh; F = SIAE primary; G = ARFGAP1 inhibitor; H = PLC-gamma1 inh; I = TDP2 inh; J = PLCb3 inh
Molecule: COC(=O)[C@H](CCSC)NC(=O)Nc1ccc(OC)c(Cl)c1
  A: -5	B: 4	C: -4	D: 8	E: -5	F: -5	G: 6	H: 4	I: 2	J: -1
Molecule: COc1cccc(C2CC(=O)NC3=C2C(=O)CCC3)c1 (configuration not stated)
  A: 5	B: -4	C: 2	D: 3	E: -3	F: -2	G: 4	H: 1	I: -15	J: 1
Molecule: O=C(Nc1nc2ccc(SC(F)F)cc2s1)c1ccc(NS(=O)(=O)c2ccc(F)c(F)c2)cc1
  A: -147	B: 0	C: 19	D: -1	E: -42	F: -140	G: 26*	H: -197	I: -16	J: -249
Molecule: CC(C)(C)C1CCC(=NNC(=O)CN(c2ccccc2)S(C)(=O)=O)CC1 (configuration not stated)
  A: 1	B: 1	C: -9	D: 1	E: -1	F: 1	G: 0	H: -4	I: 5	J: -4
Molecule: CCOC(=O)[C@@]12CCC3=C1N(CCC3)C(=O)[C@H](CC(=O)N1CCSCC1)C2
  A: -5	B: 2	C: nt	D: 7	E: -4	F: 4	G: nt	H: 0	I: 3	J: 2
Molecule: O=C(Nc1cccc(F)c1)c1cccnc1
  A: 2	B: 3	C: 10	D: 2	E: 1	F: 0	G: -9	H: -3	I: 10	J: -3
Molecule: O=C(COc1ccccc1Cl)NCCNC(=O)c1ccccn1
  A: -3	B: 3	C: 1	D: -9	E: -4	F: 3	G: 12	H: -1	I: 12	J: -9
Molecule: CC1CCCN(S(=O)(=O)c2ccc(S(=O)(=O)N3CCCC3)cc2)C1 (configuration not stated)
  A: 6	B: 1	C: -9	D: 3	E: -2	F: 1	G: -6	H: 4	I: -12	J: -5
Molecule: Cc1sc2ccccc2c1CNC[C@H]1O[C@@H](n2cnc3c(N)ncnc32)[C@H](O)[C@@H]1O
  A: -15	B: 5	C: 2	D: -3	E: -4	F: -2	G: 2	H: 2	I: 5	J: -1
Molecule: CCc1ccccc1NC(=O)CCS(=O)(=O)c1ccc(C)cc1
  A: -7	B: 0	C: -2	D: -1	E: -2	F: 1	G: 5	H: 2	I: 0	J: 1
Molecule: CC(C)N(C(=O)[C@H]1C[C@H](CC(=O)NCc2cccc(C(F)(F)F)c2)C(=O)N2CCc3c([nH]c4ccc(Cl)cc34)[C@]12C)C(C)C
  A: -9	B: 3	C: -8	D: 10	E: -5	F: -1	G: -2	H: -2	I: 0	J: 1
Molecule: CCOCc1nnc(NC(=O)c2c(OC)cccc2OC)s1
  A: 4	B: 1	C: 9	D: 3	E: -2	F: 0	G: 12	H: -1	I: -12	J: -21
Molecule: COc1cccc(-c2nc(-c3ccccc3)nc(N3CCN(C)CC3)c2C#N)c1
  A: 1	B: 4	C: -14	D: 4	E: 2	F: -3	G: -16	H: -4	I: 9	J: -3
Molecule: CC1(C(=O)NS(=O)(=O)c2cccc(F)c2)CCN1C(=O)Cc1cc(F)ccc1F (configuration not stated)
  A: -7	B: -8	C: -24	D: 1	E: -3	F: 0	G: -1	H: -1	I: -3	J: 3
Molecule: CCn1ccc(C(=O)Nc2ccc(S(=O)(=O)Nc3ccccc3OC)cc2)n1
  A: 3	B: 0	C: 3	D: -5	E: -3	F: -2	G: 3	H: -3	I: 4	J: 0
Molecule: COc1ccccc1C(CNC(=O)c1cccc(S(=O)(=O)N2c3ccccc3CC2C)c1)N(C)C (configuration not stated)
  A: -9	B: -1	C: -6	D: 2	E: -3	F: 5	G: -1	H: 3	I: 10	J: -8
Molecule: COc1ccc(S(=O)(=O)N(C(=O)C(C)C)c2ccc3oc(=O)sc3c2)cc1
  A: 19	B: 2	C: 1	D: 5	E: 4	F: -41	G: 3	H: 4	I: -7	J: 4
Molecule: O=C(COC(=O)c1cccs1)Nc1cc(S(=O)(=O)N2CCOCC2)ccc1Cl
  A: -6	B: -6	C: 11	D: -11	E: -3	F: -1	G: -12	H: 1	I: -4	J: -5
Molecule: CSc1ccc(Cn2c(C)c(C(=O)NCc3cccc(C(F)(F)F)c3)sc2=O)cc1
  A: 2	B: -1	C: 4	D: 2	E: 1	F: -21	G: 3	H: -3	I: -3	J: -4

Screens (PubChem)

No enrichment for hits; about 3.6% have a hit in one of these screens.
